# Assay outcomes from PubChem BioAssay.
# DAX1 inh-1: DAX1 (NR0B1) inhibition, primary screen. HEK293T StAR-luciferase reporter, SF-1/DAX-1 repression relief. inhibition, % at 6.8 µM. AID 652010. actives 1.1% (n = 370,000);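 active = inhibition above the mean over all tested compounds plus 3 SD, cut at about 3.6% in these data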;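 also: 0% = DAX-1 cells with DMSO and 100% = cells lacking DAX-1 with DMSO; higher inhibition means more luminescence from relief of DAX-1 repression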
# GC-B act: GC-B (human) receptor activation; P20594; HEK293-GC-B cells, CNP EC30, cGMP TR-FRET; 0% at EC30 CNP, 100% saturating CNP; activation, % at 10 µM; actives 0.11% (n = 370,000); AID 1920062;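 active = activation at 10 µM reaching about 35% in either raw or pattern-adjusted values, limit read from the data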
# Target sequence (P20594 whole entry, looked up): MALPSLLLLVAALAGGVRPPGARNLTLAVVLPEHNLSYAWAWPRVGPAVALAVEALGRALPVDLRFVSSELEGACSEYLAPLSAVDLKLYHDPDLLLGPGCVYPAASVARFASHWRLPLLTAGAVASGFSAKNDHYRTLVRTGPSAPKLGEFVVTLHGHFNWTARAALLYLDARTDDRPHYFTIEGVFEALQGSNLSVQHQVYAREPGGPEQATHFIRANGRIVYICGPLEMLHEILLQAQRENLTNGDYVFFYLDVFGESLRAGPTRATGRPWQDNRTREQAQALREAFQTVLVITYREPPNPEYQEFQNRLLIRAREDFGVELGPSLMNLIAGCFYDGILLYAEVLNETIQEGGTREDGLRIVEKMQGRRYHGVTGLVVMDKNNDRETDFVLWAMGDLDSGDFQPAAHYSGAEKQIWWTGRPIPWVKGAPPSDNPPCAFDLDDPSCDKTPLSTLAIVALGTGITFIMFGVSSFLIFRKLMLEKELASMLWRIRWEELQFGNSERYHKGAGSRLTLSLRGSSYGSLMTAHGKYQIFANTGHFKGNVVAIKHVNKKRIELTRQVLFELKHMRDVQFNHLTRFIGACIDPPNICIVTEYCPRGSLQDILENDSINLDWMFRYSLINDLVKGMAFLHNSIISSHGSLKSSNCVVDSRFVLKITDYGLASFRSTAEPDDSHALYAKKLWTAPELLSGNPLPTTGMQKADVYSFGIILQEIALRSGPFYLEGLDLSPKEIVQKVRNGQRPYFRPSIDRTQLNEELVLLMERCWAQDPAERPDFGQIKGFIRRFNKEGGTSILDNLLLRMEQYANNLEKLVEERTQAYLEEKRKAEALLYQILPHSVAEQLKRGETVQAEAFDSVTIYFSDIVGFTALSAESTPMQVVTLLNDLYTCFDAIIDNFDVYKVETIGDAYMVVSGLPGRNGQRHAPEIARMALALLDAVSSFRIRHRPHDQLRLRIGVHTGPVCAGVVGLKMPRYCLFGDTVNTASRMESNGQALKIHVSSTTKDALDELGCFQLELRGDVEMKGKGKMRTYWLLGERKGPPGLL
# DAX1 inh-2: NR0B1 (DAX1) inhibition; actives 0.99% (n = 340,000); AID 504766; P51843; inhibition, % at 6.75 µM; HEK293 Gal4-DAX1 luciferase reporter, luminescence;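 active = inhibition above the mean over all tested compounds plus 3 SD, cut at about 4.2% in these data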;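 also: 0% = DAX1-transfected cells with DMSO and 100% = empty-vector control cells with DMSO; inhibition shows as a rise in luminescence from relieved DAX1 repression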
# SMARCA2 act: SMARCA2 function activation, primary screen. activation, % at 9.1 µM. actives 1% (n = 370,000). AID 652017. MG213 cells, MMTV-luciferase reporter, dexamethasone, overnight; in the data active = activation above about 7.8%;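 also: 0% = vehicle wells and 100% = reference activator wells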
# GAA850 FXN act: activators of GAA850 frataxin (FXN) promoter; HEK293 lucGAA850 FXN promoter luciferase reporter, 24 h; percent of 10 µM SAHA response; activation, % at 6 µM; actives 0.56% (n = 360,000); AID 540364;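 active = activation above the average of all compounds screened plus 3 SD, cutoff fixed separately per campaign, cut at about 7.5% in these data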;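 also: 0% = DMSO wells and 100% = 10 µM SAHA wells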
# KLK7 zymogen act: activators of human kallikrein-7 zymogen | actives 0.9% (n = 370,000) | activation, % at 7 µM | purified proKLK7, EDANS-DABCYL substrate fluorescence; 100% is mature enzyme control, 0% vehicle | P49862;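 active = activation above the mean of all tested compounds plus 3 SD, computed per campaign excluding outliers beyond control limits, cut at about 13% in these data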
# ssDAF-12 act: activates DAF-12 receptor from parasite S. stercoralis; actives 1% (n = 370,000); HEK293 ssDAF-12/GRIP1 lit1-tk-luc reporter, luminescence; % of 3 µM dafachronic acid response; activation, % at 6.8 µM;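 active = activation above the mean over all tested compounds plus 3 SD, cut at about 0.9% in these data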;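 also: 0% = DMSO-only wells and 100% = 3 µM delta7-dafachronic acid wells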
# NPR1 activator: GC-A (human) enzyme activation; P16066; HEK293 GC-A cells, cGMP TR-FRET, EC30 ANP; 0% at EC30 ANP, 100% saturating ANP; activation, % at 10 µM; actives 0.14% (n = 370,000); AID 1671463; in the data active = activation above about 40%
# hgDAF-12 ag: activates the H. glycines DAF-12 receptor ligand-binding domain | HEK293 GAL4-hgDAF12 UAS-luciferase reporter, agonist luminescence; normalized to butyrate control | activation, % at 6.8 µM | actives 1.8% (n = 370,000) | AID 687014;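 active = activation above a cutoff set at the mean of all screened compounds plus 3 SD, cut at about 10% in these data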;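 also: 0% = DMSO wells and 100% = sodium butyrate wells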
# HGIII-sPLA2 inh: Inhibits HGIII-sPLA2 liposome hydrolysis, primary screen | actives 0.56% (n = 370,000) | QFRET BODIPY PC-A2 liposome hydrolysis, fluorescence | Q9NZ20 | inhibition, % at 12.2 µM | AID 743126;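 active = inhibition above mean plus 3 SD of compounds lying within the high and low control bounds, cut at about 19% in these data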;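 also: 0% = median of test compound wells and 100% = no enzyme DMSO wells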
# hcDAF-12 act: activators of H. contortus DAF-12 nuclear receptor; actives 1.4% (n = 370,000); activation, % at 6.8 µM; HEK293 hcDAF-12 lit1-tk-luc reporter, luminescence; 0% DMSO, 100% Δ7-dafachronic acid;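 active = activation above the mean of all tested compounds plus 3 SD, cut at about 5.5% in these data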;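 also: 100% = response to 3 µM Δ7-dafachronic acid high control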
# An asterisk follows results filed as active; nt = not tested or not shown.
canonical_smiles	GC-B act	DAX1 inh-2	DAX1 inh-1	hcDAF-12 act	hgDAF-12 ag	ssDAF-12 act	GAA850 FXN act	SMARCA2 act	KLK7 zymogen act	HGIII-sPLA2 inh	NPR1 activator
Cc1cc(C)c2nc(C)cc(Nc3ccc(C(=O)N4CCOCC4)cc3)c2c1	8	-1.0	0.3	-1.2	2.0	-1.0	-0.4	2	-0.3	-8	19
COc1ccc(NC(=O)c2nc3ccccc3s2)cc1	-6	-0.8	5.0*	17*	10	2.5*	0.6	3	0.9	-7	4
COc1ccc(C(=O)NN2C(=O)C3C(c4ccccc4)C=CC(c4ccccc4)C3C2=O)cc1 (stereo unspecified)	10	0.0	0.1	0.1	1.7	-1.6	0.2	-1	0.4	-36	-4
Cc1cccc(CN2CCC(n3nccc3NC(=O)CCCc3ccccc3)CC2)n1	-3	0.8	0.4	-1.4	-1.4	-1.0	-1.1	-2	-0.7	13	-2
CCN(c1ccccc1)S(=O)(=O)c1ccc(C(=O)N2CC(C)CC(C)C2)cc1 (stereo unspecified)	5	-0.8	-1.3	-2.0	-1.1	-1.6	-0.5	-3	0.2	-6	-2
CCCc1cc(C(=O)NCc2cccnc2)no1	0	0.6	0.5	5.8*	3.4	-1.0	0.3	0	0.0	2	1
CCCCNC(=O)c1onc(CSc2ccc(F)c(F)c2)c1C(=O)O	4	0.3	0.1	-0.8	2.5	-1.2	1.0	0	0.5	-2	1
N#C/C(=C/c1ccc(N2CCOCC2)o1)c1nc2ccccc2[nH]1	-2	2.9	2.4	6.8*	1.9	0.6	2.3	9.7*	-3.9	-7	4
CCCNC(=O)C1(C)CCCN(C(=O)c2ccc(F)c(Cl)c2)C1 (stereo unspecified)	2	nt	1.6	0.2	0.2	-1.2	-2.4	-2	-0.1	2	1
O=C(/C=C/c1ccccc1)NCc1cccnc1	2	1.9	0.3	0.6	2.8	-1.6	0.0	1	-0.2	4	1
CCOC(=O)c1cc(-c2cc3ccccc3o2)n[nH]1	-3	1.0	-0.5	1.4	-0.5	-0.7	1.9	-2	-0.5	-17	-1
CC1(c2ccccc2)NC(=O)N(CC(=O)Nc2nnc(C3CC3)s2)C1=O (stereo unspecified)	-1	2.7	-0.7	2.0	2.5	-0.7	-0.6	-1	-0.4	-2	2
c1ccc(-c2nnc(-c3ccncc3)o2)cc1	-1	-0.2	1.0	2.1	3.4	-0.8	5.3	-1	-0.5	4	-1
CNC(=O)c1c(NC(=O)c2ccco2)sc2c1CCCC2	-3	0.1	-5.0	-0.9	1.2	-1.3	0.0	-2	1.3	3	-1
CC1CN(C(=S)NC(=O)c2cccc([N+](=O)[O-])c2)CC(C)O1 (stereo unspecified)	1	1.1	-0.7	-0.5	-1.3	-1.4	0.9	0	-0.2	17	0
CCc1ccc(OCC(=O)Nc2ccc(S(=O)(=O)Nc3cc(C)on3)cc2)c(Br)c1	-1	-0.4	0.6	2.6	-0.2	-0.8	-0.8	-1	0.1	-59	0
Cc1ccc(S(=O)(=O)NCC(=O)OCC(=O)NCCc2ccccc2)cc1	3	1.3	0.8	2.1	5.0	-1.0	0.6	-1	-1.1	-2	3
COCCCNC(=S)N1CCC(NC(=O)c2ccco2)CC1	3	0.5	-0.7	1.5	0.8	-1.3	0.9	-1	0.4	2	1
CCc1cccc2c3c([nH]c12)C(CC)(CC(=O)O)OCC3 (stereo unspecified)	2	-0.3	0.1	-2.7	0.2	-1.1	3.3	-3	1.0	9	3
Cn1cc(CN2CCC(n3nccc3NC(=O)CCOc3ccccc3)CC2)cn1	-4	0.6	0.1	0.1	1.6	-1.0	0.8	-1	0.2	7	3
CC(C)(C)NC(=O)c1ccc2c(c1)N(CC(=O)N1CCN(c3ccc(F)cc3)CC1)C(=O)C(C)(C)O2	1	-0.5	-0.6	0.3	3.4	-0.9	-0.2	-3	-0.1	6	4
CCCCc1nc2ccccc2c(C(=O)O)c1C	0	0.6	-0.3	2.1	-1.5	-0.9	1.8	6	0.1	-3	0
CCCCN(C(=O)c1c(CC)noc1C)c1c(N)n(CC(C)C)c(=O)[nH]c1=O	1	-0.1	0.5	-1.5	0.4	-1.3	-0.6	-2	-0.4	1	-2
O=C(O)C1=CCCc2ccc(F)cc21	-3	0.8	0.1	1.1	1.8	-0.9	0.4	-3	0.5	8	3
O=C(NCCCCNC(=O)C(F)(F)F)C(F)(F)F	3	-0.2	0.0	0.1	0.7	-1.0	0.4	-3	0.3	0	-1
O=C(Nc1ccc2c(c1)CN(Cc1ccccc1O)CC2)C1CCCO1 (stereo unspecified)	3	-0.3	0.1	-0.5	-1.9	-1.0	3.2	-3	-0.3	4	0
CCN(CC)c1ncnc2c1ncn2[C@H]1CN(CCOC)C[C@@H](CO)O1	6	nt	0.6	0.5	-1.6	-0.5	0.5	-2	0.3	0	1
Cc1ccc(S(=O)(=O)NC2CC2)cc1	0	-1.1	0.1	0.5	-0.5	-0.6	1.1	0	0.1	-4	2
COc1ccc(Nc2nc(NCC3CCCO3)nc(N)c2[N+](=O)[O-])cc1 (stereo unspecified)	3	-2.1	0.0	-3.0	-2.8	-1.9	1.5	-2	0.1	1	4
CCCc1nnc(NC(=O)CN2C(=O)c3ccccc3C2=O)s1	1	-0.4	-0.3	0.0	1.9	-0.8	-0.5	1	0.0	3	-1

# Quoted at random: two entries already listed.
canonical_smiles	GC-B act	DAX1 inh-2	DAX1 inh-1	hcDAF-12 act	hgDAF-12 ag	ssDAF-12 act	GAA850 FXN act	SMARCA2 act	KLK7 zymogen act	HGIII-sPLA2 inh	NPR1 activator
CCCCc1nc2ccccc2c(C(=O)O)c1C	0	0.6	-0.3	2.1	-1.5	-0.9	1.8	6	0.1	-3	0
CCCc1nnc(NC(=O)CN2C(=O)c3ccccc3C2=O)s1	1	-0.4	-0.3	0.0	1.9	-0.8	-0.5	1	0.0	3	-1

# Following part:
canonical_smiles	GC-B act	DAX1 inh-2	DAX1 inh-1	hcDAF-12 act	hgDAF-12 ag	ssDAF-12 act	GAA850 FXN act	SMARCA2 act	KLK7 zymogen act	HGIII-sPLA2 inh	NPR1 activator
CN(C1CCCCC1)S(=O)(=O)c1ccc(NC(=O)c2ccco2)cc1	3	-1.2	-0.3	-1.2	-3.7	-1.9	2.1	0	0.1	-16	0
COc1ccc2[nH]c(O)c(N=NC(=O)Cc3cccs3)c2c1	19	-2.3	0.4	-1.9	3.8	-0.6	2.4	0	-0.4	-38	8
CCN1CCN(C(c2nnnn2Cc2ccc3c(c2)OCO3)C(C)C)CC1 (stereo unspecified)	2	0.7	-0.2	-1.5	0.6	0.0	-0.8	-5	0.5	-2	-2
Cc1ccc2nc(NC(=O)C3CCCN(S(=O)(=O)c4cccc5nsnc45)C3)sc2c1 (stereo unspecified)	-18	-0.3	-0.8	-1.7	-1.2	-1.5	0.6	-3	8.1	-24	13
O=C(COC(=O)Cc1c[nH]c2ccccc12)NCCc1ccccc1	-5	1.5	-0.9	1.8	0.7	0.6	-1.2	-2	-0.1	-57	-1
Cc1ccc(NC(=O)COC(=O)Cn2cnc3ccccc32)c(C)c1	3	0.0	0.0	-1.5	1.8	-0.9	-1.0	2	0.4	1	3
CCn1c(COc2ccc(OC)cc2)nnc1SCC(=O)Nc1cc(OC)ccc1OC	-10	1.3	-0.7	-2.1	-1.4	-1.7	3.4	-2	0.2	-12	-10
O=c1cc(Cn2nnc(-c3ccc(Cl)cc3)n2)nc2sccn12	-1	0.9	-1.8	-0.4	-1.6	-1.4	-1.8	1	0.2	-4	6
CCNC(=S)Nc1cc(Cl)ccc1Oc1ccccc1	-1	-0.1	-0.7	-1.5	-1.8	-1.7	-0.2	-4	-0.5	13	-4
CCCCN1C(=O)c2ccc(C(=O)Nc3cccc(C)c3C)cc2C1=O	1	0.3	0.2	-1.4	-0.2	-1.3	2.8	1	0.0	-3	0
COc1ccc(C=CC(=O)c2c(N)n(C)c(=O)n(C)c2=O)cc1	-2	nt	-0.5	-0.8	2.6	-1.1	nt	-1	0.7	-5	3
Cc1ccc2[nH]c3c(=O)n(CC(=O)NCCc4ccc(Cl)cc4)ncc3c2c1	-1	0.3	-0.4	-1.8	-1.6	-0.9	0.8	-2	0.7	-3	-3
CCN(CC)S(=O)(=O)c1ccc(N2CCOCC2)c(NC(=O)c2ccc(NC(C)=O)cc2)c1	0	-0.9	0.1	0.4	1.1	-0.7	-0.3	-2	-0.1	6	0
O=C(Cc1ccc(Cl)cc1)NN1C(=O)c2ccccc2C1=O	2	-1.4	-0.2	5.4	-0.1	-0.6	3.2	-4	0.0	6	-1
CSCCC(NS(=O)(=O)c1ccc(Cl)cc1)C(=O)OCc1c(Cl)cccc1Cl (stereo unspecified)	-2	-0.2	-0.2	-2.2	-2.7	-1.7	3.1	-5	0.0	-26	-10
Cc1csc(NC(=O)C2CCCN(S(=O)(=O)c3cccnc3)C2)n1 (stereo unspecified)	0	1.5	-0.7	-0.9	-1.1	-0.8	1.7	0	-0.6	4	0
CC(C)C(NS(=O)(=O)c1cccs1)C(=O)NCc1ccccc1 (stereo unspecified)	-1	0.5	0.2	4.1	-1.8	-1.2	0.6	-1	0.5	-2	1
CCOc1ccc(/C=C/C(=O)Oc2ccccc2)cc1	1	-1.5	-0.6	-0.7	-1.3	-0.4	0.8	1	0.2	-3	0
CC(=O)c1c(C)[nH]c(C(=O)OCc2cc(=O)n3cc(Br)ccc3n2)c1C	-11	0.4	0.0	2.2	0.0	-1.4	1.4	1	-0.1	0	-6
COCCNC(=O)Cn1c(=O)n(Cc2ccco2)c(=O)c2ccccc21	2	2.0	-0.3	-1.8	1.2	-1.3	-0.5	-5	0.0	4	3
CCc1c(C)nc2[nH]ncn2c1=O	0	0.2	-1.6	0.3	2.6	-1.1	1.2	0	-0.3	1	5
CCN(CC(=O)NCc1cccs1)C(=O)CCOc1ccccc1C	1	-0.5	0.7	0.0	-1.1	-0.6	0.8	-3	0.1	-6	-1
Cc1ccc(NC(=O)C2CC(=O)NC(N3CCCCC3)=N2)cc1Cl (stereo unspecified)	3	0.3	-0.3	2.2	0.6	-0.7	-1.2	-7	0.4	1	1
CCn1nnnc1SCC(=O)N1N=C(c2cccs2)CC1c1cccs1 (stereo unspecified)	1	-0.1	-0.3	-0.2	2.7	0.3	1.5	1	0.2	4	-4
CCn1c(=O)c(C(=O)Nc2ccccn2)c(O)c2ccccc21	-3	-0.2	-0.6	1.8	0.1	0.7	1.6	0	-0.3	1	0
Clc1ccc(-n2nnnc2CN2CCOCC2)cc1Cl	2	-0.5	-0.1	0.8	-1.9	0.0	2.7	-3	-0.3	11	0
O=C(OCC(=O)N1CCC(Cc2ccccc2)CC1)c1ccc[nH]c1=O	2	1.4	0.0	-2.2	-0.8	-1.1	1.1	0	0.7	1	7
CC(Sc1nc2ccccc2c(=O)n1C)C(=O)N(C)C1CCCCC1 (stereo unspecified)	0	-3.0	-7.3	-3.1	-7.1	-1.3	-0.7	-2	-0.1	-5	1
